VIM-2 inhibitor: inhibitors of Pseudomonas aeruginosa VIM-2 metallo-beta-lactamase; inhibition, % at 5.6 µM; 290,000 compounds, 0.89% hits; purified VIM-2, nitrocefin hydrolysis, epi-absorbance fluorescence; AID 1527;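 active means inhibition above the mean of all tested compounds plus 3 SD, cutoff set per screening run, cut at about 7.5% in these data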;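 further: red hydrolysis product quenches plate fluorescence so inhibitors raise well fluorescence; 0% = enzyme with DMSO and 100% = DMSO without enzyme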
HCV NS3 hel inh: HCV NS3 helicase inhibition. NS3 helicase DNA unwinding, Cy5 molecular beacon fluorescence. inhibition, % at 10.9 µM. 290,000 compounds, 0.56% hits. AID 1800;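 active means inhibition above the mean of all tested compounds plus 3 SD, set per campaign, cut at about 35% in these data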;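 further: 0% = DMSO wells and 100% = thioflavine S control wells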
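assay system = NS3 helicase fragment of HCV | buffer or medium = MOPS pH 6.5, MgCl2, DTT, Tween20, BSA | timing = 60 min unwinding reaction at 25 °C after ATP addition | signal = Cy5 beacon fluorescence read at start and 1 h | read-out basis = % inhibition of unwinding | control set = low DMSO, high thioflavine S at 110 µM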
p-CIP stab down: p/CIP protein destabilization | F442A p/CIP-EGFP cells, EGFP fluorescence, 16 h | decrease of EGFP signal, % at 10 µM | 290,000 compounds, 0.01% hits | AID 1984;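 active means EGFP signal decrease of at least 30% at 10 µM or well 3 SD below plate mean, unless failing retest; inactive means the rest, including hits failing retest or dose response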; further: some compounds called inactive have numbers as strong as hits; many of its hits are not listed in these tables
Target sequence (Q05BA5 1-1403): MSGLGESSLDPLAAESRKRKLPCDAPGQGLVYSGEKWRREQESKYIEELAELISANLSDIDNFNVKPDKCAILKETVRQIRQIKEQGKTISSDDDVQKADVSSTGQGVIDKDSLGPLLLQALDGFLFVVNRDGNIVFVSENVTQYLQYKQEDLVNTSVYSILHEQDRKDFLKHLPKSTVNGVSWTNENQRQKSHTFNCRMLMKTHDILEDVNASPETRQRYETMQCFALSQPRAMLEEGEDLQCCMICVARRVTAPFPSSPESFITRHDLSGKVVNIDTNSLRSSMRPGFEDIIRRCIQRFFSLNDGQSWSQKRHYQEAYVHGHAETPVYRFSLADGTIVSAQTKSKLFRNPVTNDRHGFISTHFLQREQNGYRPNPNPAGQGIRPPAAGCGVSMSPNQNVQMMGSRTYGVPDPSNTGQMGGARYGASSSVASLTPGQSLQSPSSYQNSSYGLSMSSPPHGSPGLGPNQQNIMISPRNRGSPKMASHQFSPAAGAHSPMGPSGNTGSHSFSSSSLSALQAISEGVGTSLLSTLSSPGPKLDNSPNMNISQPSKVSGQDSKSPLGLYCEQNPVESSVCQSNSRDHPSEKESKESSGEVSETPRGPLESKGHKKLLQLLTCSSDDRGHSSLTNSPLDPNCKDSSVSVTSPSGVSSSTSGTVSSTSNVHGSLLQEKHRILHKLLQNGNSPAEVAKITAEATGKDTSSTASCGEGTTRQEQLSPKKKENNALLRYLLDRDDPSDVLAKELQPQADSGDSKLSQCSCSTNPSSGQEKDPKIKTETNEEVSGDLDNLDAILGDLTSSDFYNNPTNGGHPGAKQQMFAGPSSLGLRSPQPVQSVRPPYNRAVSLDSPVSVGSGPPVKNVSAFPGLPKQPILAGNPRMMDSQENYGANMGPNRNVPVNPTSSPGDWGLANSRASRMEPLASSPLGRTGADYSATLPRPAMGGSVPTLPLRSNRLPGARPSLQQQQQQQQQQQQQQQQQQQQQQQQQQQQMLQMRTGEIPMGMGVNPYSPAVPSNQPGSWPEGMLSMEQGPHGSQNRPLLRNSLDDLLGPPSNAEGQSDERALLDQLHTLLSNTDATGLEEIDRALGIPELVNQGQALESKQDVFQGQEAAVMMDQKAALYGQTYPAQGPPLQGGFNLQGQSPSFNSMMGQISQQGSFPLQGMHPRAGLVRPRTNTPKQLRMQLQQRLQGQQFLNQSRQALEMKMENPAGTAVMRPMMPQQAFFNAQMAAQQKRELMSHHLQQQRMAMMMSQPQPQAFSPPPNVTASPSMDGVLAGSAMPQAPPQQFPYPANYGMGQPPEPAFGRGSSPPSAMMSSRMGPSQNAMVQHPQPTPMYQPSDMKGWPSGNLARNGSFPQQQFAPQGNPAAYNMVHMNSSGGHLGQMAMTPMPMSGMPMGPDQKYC
IDE cell activ: IDE (human) activation, cell-based. HEK cells, FAbeta-B cleavage, fluorescence polarization; 0% vehicle, 100% cell-free pure enzyme wells. activation, % at 5.96 µM. P14735. AID 493087. 340,000 compounds, 0.073% hits;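 active means activation above the mean of all tested compounds plus 3 SD, set per screening campaign, cut at about 17% in these data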
SUMO HTRF inh: inhibitors of human SUMOylation (UBC9) | HTRF SUMOylation assay, SAE1/SAE2 + UBC9, in vitro | inhibition, % at 35 µM | 290,000 compounds, 0.36% hits | AID 2006; in the data active means inhibition above about 50%, passing the limit was not always enough; inconclusive means no clear call, values can overlap the other calls; further: strong numbers were not always called active
DNA FID counter: counter-screen for HCV NS3 helicase inhibitors: DNA intercalator displacement; DNA fluorescent intercalator displacement, fluorescence; inhibition, % at 7.9 µM; 290,000 compounds, 0.17% hits; in the data active means inhibition above about 37%;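 further: 0% = vehicle and 100% = reference compound; higher means more ethidium bromide displaced from hairpin DNA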
IMP-1 inhibitor: blocks Pseudomonas aeruginosa IMP-1 metallo-beta-lactamase; purified IMP-1, nitrocefin hydrolysis, epi-absorbance fluorescence; inhibition, % at 5.6 µM; 290,000 compounds, 0.45% hits; AID 1556;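 active means inhibition above the mean plus 3 SD of all compounds in the same screening run, cut at about 4.5% in these data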;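 further: 0% = IMP-1 with DMSO and 100% = DMSO wells lacking enzyme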
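System: Purified IMP-1 | Read-out basis: Percent enzyme inhibition | Controls: IMP-1 with DMSO as 0%, enzyme-free DMSO as 100% | Replicates: One well per compound | Doses: 5.6 µM nominal single concentration | Detection: Epi-absorbance fluorescence, 480 nm excitation, 530 nm emission | Incubation: 25 °C, 15 min preincubation, 25 min reaction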
PfM18AAP inh: blocks P. falciparum M18 aspartyl aminopeptidase | recombinant PfM18AAP, H-Glu-NHMec fluorogenic cleavage | inhibition, % at 7.35 µM | 290,000 compounds, 1.2% hits | AID 1822;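 active means inhibition above the campaign mean inhibition over all tested compounds plus 3 SD, cut at about 28% in these data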;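 further: 0% = plate median of test compound wells and 100% = 2 mM ZnCl2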
IDE cell inh: inhibits human insulin-degrading enzyme in HEK cells; FAbetaB cleavage, fluorescence polarization; inhibition, % at 5.59 µM; 320,000 compounds, 0.41% hits;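 active means percent inhibition above the average of all tested compounds plus 3 SD, set per screening campaign, cut at about 16% in these data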;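 further: IDE supplied by intact live HEK cells; FP after avidin binding of uncleaved biotin substrate so inhibition keeps polarization high; 0% = DMSO wells and 100% = 60 µM reference IDE inhibitor Ii1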
* hit, by the source's call; ? = inconclusive; / = not tested or not shown.

Values run as follows: VIM-2 inhibitor	HCV NS3 hel inh	p-CIP stab down	IDE cell activ	SUMO HTRF inh	DNA FID counter	IMP-1 inhibitor	PfM18AAP inh	IDE cell inh
> Cc1ccc(-c2nnn(CC(=O)N(Cc3ccccc3)C(C(=O)NC3CCCC3)c3ccncc3)n2)o1 (stereo unspecified)
    -0.5	-2	-2	-4	0	-28	-0.9	-5	-5
> CCCCNC(=O)CSc1nc(O)c(Cc2ccc(OC)cc2)c(=O)[nH]1
    -1.4	4	0	6	35	-5	-1.9	-5	-4
> Cc1cc(NC(=O)c2cccc(S(=O)(=O)N3CCC(C)CC3)c2)no1
    2.0	-6	-3	7	6	-12	-3.0	-1	-11
> CN(Cc1ccco1)C(=O)c1c[nH]c2ccc(S(=O)(=O)Nc3ccc4c(c3)OCCO4)cc2c1=O
    -1.0	2	-1	3	-11	-10	-1.4	1	3
> NC(=O)COC(=O)CCCSc1nc2ccccc2s1
    -1.1	2	4	-2	-5	-3	-3.0	-1	1
> C=CCc1cccc(Cl)c1OCCCNC1CCCC1
    -0.2	-22	8	3	2	22	1.7	-4	1
> CCOC(=O)Cc1csc(NC(=O)Cn2c(=O)oc3ccccc32)n1
    -2.6	23	-11	1	-1	-9	-3.1	0	6
> CCNc1nc(Oc2ccc(=O)n(-c3ccccc3)n2)nc(N2CCOCC2)n1
    0.8	7	0	2	-2	-28	-3.8	1	0
> Cc1ccc(Cn2ccc(NC(=O)c3cc(-c4ccc(F)cc4)on3)n2)cc1
    -1.8	4	-2	0	6	-1	-3.6	3	3
> O=C(CN1CCN(c2ccccc2)CC1)Nc1ccc(Oc2ccccc2)cc1
    -3.6	-2	4	1	-9	-5	0.4	1	5
> CN1CCc2nc(SCC(=O)Nc3ccc(Cl)cc3)c(C#N)cc2C1
    0.3	-43	/	-2	/	12	-1.1	11	7
> O=c1[nH]c(N2CCN(Cc3ccc4c(c3)OCO4)CC2)nc2c1CCCC2
    0.6	-15	-5	-4	4	-10	-1.1	-1	5
> O=C(NC(Cc1c[nH]c2ccccc12)C(=O)Nc1ccc(OC(F)(F)F)cc1)c1cccs1 (stereo unspecified)
    -0.6	0	-15	3	-5	4	-2.3	2	2
> Oc1ccc(C(=S)N2CCN(Cc3ccccc3)CC2)cc1
    -2.7	-5	-6	0	-19	-6	-1.7	54*	0
> COc1ccc(OC)c(C2=C[N+](=O)C(C)(C)C(C)(C)N2[O-])c1
    -4.6	3	-8	6	12	-1	-2.7	12	-6
> COc1ccc(-c2cc3ccc(O)cc3oc2=O)cc1
    -1.1	4	-4	3	?	-9	-0.9	1	4
> COc1ccc(CCNC(=O)c2ccc(Cl)nc2)cc1
    -2.8	8	-10	1	-2	-6	-3.6	-3	0
> Nc1cccc(N2C(=O)c3cccc4c(N)ccc(c34)C2=O)c1
    22*	-8	-101	0	30	-2	18*	7	5
> CCOc1nc(Nc2ccc(F)cc2)nc(N2CCN(c3ccc(OC)cc3)CC2)n1
    -0.2	-3	-2	1	-10	-3	-1.0	5	1
> O=c1[nH]c2ccc(N/C(=N/S(=O)(=O)c3ccccc3)c3ccccc3)cc2[nH]1
    1.0	2	0	-3	-8	-11	0.2	0	3
> O=[N+]([O-])c1ccc(Cl)c(/C=N/N2CCN(C3c4ccccc4-c4ccccc43)CC2)c1
    -1.1	0	-1	1	-19	5	-1.8	-7	/
> COC(=O)c1ccc(CNC(=O)c2ccc(COc3ccccc3)cc2)cc1
    -0.5	-1	-23	-3	35	-8	-2.5	2	1
> CSc1cccc(NS(=O)(=O)c2ccc3c(c2)CCN3C(C)=O)c1
    -1.4	6	-22	2	-4	-22	-1.3	-7	11
> O=C(Cc1ccc([N+](=O)[O-])cc1)Nc1ccc(C(=O)N2CCOCC2)cc1
    -4.2	6	3	-3	-16	-2	-2.2	6	0
> NC(=O)C1CNc2ccccc2O1 (stereo unspecified)
    -0.6	-3	-7	6	-15	-6	0.9	6	0
> COCCCNC(=O)Cn1cc(/C=C(\C#N)C(=O)N2CCN(c3ccccc3)CC2)c2ccccc21
    0.3	2	3	-2	-11	-20	-4.5	-14	0
> CCN(CC)CC(=O)c1c[nH]c2ccc(OC)cc12
    -0.9	1	-10	1	-9	-2	-2.2	2	3
> COc1ccc(C2C(C(=O)c3cccs3)=C(O)C(=O)N2Cc2cccnc2)cc1OC (stereo unspecified)
    -0.1	-25	-22	8	5	-5	-3.7	3	3
> O=C(CSC1=NCCS1)N1CCOCC1
    -1.7	0	-11	4	-1	1	-1.3	-7	7
> COc1ccc(N2C(=O)C3CCCN3C2c2cccc(OC)c2)cc1 (stereo unspecified)
    0.2	-3	-7	-1	7	-6	-4.6	8	5
> NS(=O)(=O)c1ccc(CCNCc2cccnc2)cc1
    -0.3	-3	-6	-2	-4	1	-0.2	-1	-3
> Cc1cccc(S(=O)Cc2ccc(C(=O)NC3CCN(Cc4ccccc4)CC3)o2)c1 (stereo unspecified)
    -3.1	5	3	-1	8	9	-2.4	2	-1
> CCOc1ccc2nc(NCCNC(=O)C(C)(C)C)c(C)cc2c1
    -0.8	-16	-7	4	6	21	-1.1	2	0
> NS(=O)(=O)c1ccc(NC(=O)c2ccc(S(=O)(=O)N3CCc4ccccc43)cc2)cc1
    2.9	-17	0	0	20	-18	-1.6	-8	5
> CCOC(=O)C1CCN(C(=O)Nc2ccc(Cl)cc2Cl)CC1
    -4.1	-2	-6	-1	-2	-3	-2.7	-11	3
> COc1ccc(-n2nnc3c(=O)n(Cc4cccc(C)c4)cnc32)cc1
    0.3	7	-11	7	17	-6	-1.6	0	-2
> CC1(C)CC(=O)C(C(=O)/C=C/NCCc2ccccc2)C(=O)C1
    -0.9	7	-26	2	12	-13	0.1	9	-3
> COc1ccc(CNC(=O)c2c(C)cc(=O)oc2C)cc1OC
    -3.8	-2	-21	7	3	-2	-0.9	3	4
> CCC(C)(C)n1nnnc1C(c1cc2cc(C)cc(C)c2[nH]c1=O)N1CCN(Cc2ccc3c(c2)OCO3)CC1 (stereo unspecified)
    -0.7	-17	4	2	5	-6	-0.8	9	/
> O=c1[nH]cc([N+](=O)[O-])cc1Br
    -0.3	1	-8	1	22	-6	-0.7	7	-2
> Cc1cc(NC(=S)N(Cc2ccc(Br)cc2)Cc2ccc(C(=O)O)cc2)ccc1Cl
    -3.7	-26	-7	4	10	-18	-2.0	0	2
> CN(CC#CC1(O)c2ccccc2-c2ccccc21)Cc1ccccc1
    2.4	-12	-16	-2	2	-3	-1.9	-2	-2
> CC(=O)Nc1cccc(-c2nc3ccccc3c(=O)o2)c1
    -2.8	4	-8	3	3	0	-4.3	-3	3
> COc1ccc(N2CCN(c3ccnc4cc(Cl)ccc34)CC2)cc1
    0.4	-11	-2	-12	16	-9	-1.1	-5	15
> O=C(CSc1nnc2scc(-c3ccc(F)cc3)n12)NCc1ccco1
    -3.0	7	-9	10	7	-9	-3.5	1	-1
> NS(=O)(=O)c1ccc(NC2=CC(c3ccc([N+](=O)[O-])cc3)N(c3ccc(S(N)(=O)=O)cc3)C2=O)cc1 (stereo unspecified)
    0.8	1	-7	1	10	2	-2.3	19	-7
> Cc1nc(Nc2ccccc2O)c2oc3ccccc3c2n1
    -2.2	4	-10	2	31	-5	-4.3	-7	/
> COc1cc(CN2CCC(C(=O)NCC(C)(C)CN(C)C)CC2)ccc1OCc1ccccc1
    -2.6	-12	7	6	21	30	-5.2	-2	4
> CCOC(=O)c1[nH]c(C)c(C(=O)NCc2ccc(C)cc2)c1C
    0.3	-3	-2	1	7	-1	1.3	-3	1
> Cc1cc(C(=O)Nc2cccc3cccnc23)ccc1[N+](=O)[O-]
    -3.6	-5	1	-3	15	3	-3.0	-4	-2
> COc1ccc(OC)c(NC(=O)Cc2nn(C)c(=O)c3ccccc23)c1
    -3.1	-2	3	-1	4	-8	-3.9	2	-3
> Cc1ccc2ncnc(Oc3ncccc3NC(=O)C(C)(C)C)c2c1
    0.5	19	7	-5	-1	-7	-0.9	14	-1
> S=C(Nc1ccc(Br)cc1)N1CCCC1
    -1.2	1	4	2	-4	-3	-3.4	-2	-2
> CCC(C)[C@H](NC(=O)[C@@H]1CSC2c3ccccc3C(=O)N21)C(=O)NCc1ccncc1 (stereo partly specified)
    -2.5	3	2	-8	3	-20	-0.3	-3	6
> CNc1nc(SCc2ccc(C)cc2)nc2c1CCCC2
    -1.1	-14	-24	-3	8	-5	-1.9	-12	3
> O=C(O)CCCN1C(=O)c2ccc(Oc3cccc([N+](=O)[O-])c3)cc2C1=O
    1.7	12	-8	10	11	-10	-0.7	-14	5
> Cc1ccc(Nc2nnc(C(C)(C)C)c(=O)n2N)cc1
    -3.6	7	3	2	-5	-4	-3.4	3	0
> CCOC(=O)c1cnc2c(c(C)nn2CC)c1NC1CC1
    0.2	2	11	2	-6	-20	-2.6	-7	1
> COc1ccc(C(=O)NCCc2nnc3ccc(SCC(=O)Nc4ccccc4F)nn23)cc1
    -0.8	-9	-6	1	8	-30	-0.6	3	2

Screens: PubChem BioAssay, several laboratories
